From PubChem BioAssay
IDE cell inh – human IDE inhibitors in live cells, primary screen, fluorescence polarization, HEK cells, FAbetaB substrate. FAbetaB cleavage. AID 434962, 2010. inhibition, % at 5.59 µM. 0.41% of 320,000 active. Insulin-degrading enzyme (Homo sapiens), P14735;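 active means percent inhibition above the average of all tested compounds plus 3 SD, set per screening campaign, cut at about 16% in these data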;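 further: IDE supplied by intact live HEK cells; FP after avidin binding of uncleaved biotin substrate so inhibition keeps polarization high; 0% = DMSO wells and 100% = 60 µM reference IDE inhibitor Ii1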
PHOSPHO1 block – PubChem AID 1565 | recombinant PHOSPHO1, absorbance phosphatase assay | inhibition, % at 13.3 µM | 1.1% of 290,000 active | Phosphoethanolamine/phosphocholine phosphatase (Homo sapiens), Q8TCT1; in the data active means inhibition above about 60%
p-CIP stab down – p/CIP-EGFP fusion destabilizers, primary screen, fluorescence, F442A cells | Q05BA5 | 16 h | decrease of EGFP signal, % at 10 µM | 0.01% of 290,000 active;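 active means EGFP signal decrease of at least 30% at 10 µM or well 3 SD below plate mean, unless failing retest; inactive means the rest, including hits failing retest or dose response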; further: some compounds called inactive have numbers as strong as hits; many of its hits are not listed in these tables
CRFBP-R2 agonist – agonists of CRF-BP/CRF-R2 complex, primary screen, cell-based, HEK293, calcium dye fluorescence, uHTS | activation, % at 13.2 µM | 0.46% of 350,000 active | calcium dye fluorescence (FLIPR); percent of saturating CRF peptide response | CRF-binding protein / CRF receptor 2 complex (human);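 active means activation of at least 50%, plus an integration ratio under a set limit after plate pattern correction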;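 further: plate controls were neutral control wells without compound for no effect and CRF at EC100 for full effect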
CHRM4 PAM – human M4 muscarinic receptor positive allosteric modulators, primary screen, CHO-K1 cells, Fluo-8 calcium fluorescence; activation, % at 3 µM; 0.4% of 360,000 active; Muscarinic acetylcholine receptor M4 (Homo sapiens), P08173; CHO-K1 hM4/Gqi5, ACh EC20; 0% = ACh EC20, 100% = maximal ACh;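 active means activation above its plate's cutoff, the mean activation of sample wells plus 3 SD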; further: some results filed as inactive read as strong as hits
CRFBP-R2 block – antagonists of CRF-BP/CRF-R2 complex, primary screen, cell-based, HEK293, calcium dye fluorescence, uHTS | CRF-induced calcium fluorescence | inhibition, % at 11.8 µM | 0.59% of 350,000 active;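 active means inhibition of the ligand-induced calcium signal above about 50% at the single tested concentration, limit read from the data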
IDE act – human IDE activators in live cells, primary screen, fluorescence polarization, HEK cells, FAbeta-B substrate | Insulin-degrading enzyme (Homo sapiens), P14735 | FAbeta-B cleavage; 0% vehicle, 100% cell-free pure enzyme wells | activation, % at 5.96 µM | 0.073% of 340,000 active | AID 493087, 2011;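 active means activation above the mean of all tested compounds plus 3 SD, set per screening campaign, cut at about 17% in these data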
MEKK3 PB1 HTS – modulators of MEKK3-MEK5 PB1 binding, primary screen, biochemical, wildtype MEKK3, multiplex bead flow cytometry, Alexa488-MEK5; 1.4% of 290,000 active; binding response (% of control), % at 10 µM; bead-based flow cytometry, Alexa488-MEK5 binding to MEKK3; actives lie on both sides; 0 = blocked by unlabeled MEK5, 100 = vehicle; AID 1529, 2009;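 active means binding response more than 3 SD above or below the average of its plate-row segment, actives on both sides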;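 further: Alexa488 bead fluorescence after subtracting the streptavidin-only scavenger bead signal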
GalR3 antag – GalR3 antagonists in HEK293 cells, primary screen, cell-based, fluorescence readout | Galanin receptor type 3 (Homo sapiens), O60755 | HEK293 GalR3-CNG cAMP membrane potential fluorescence; galR3 body fused to GalR1 C-terminus | inhibition, % at 3 µM | 0.44% of 360,000 active;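 active means inhibition above the screen-wide average plus 3 SD, cut at about 13% in these data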;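 further: forskolin and galanin both at EC90 stimulate the cells; cAMP rise reported by CNG channel membrane potential dye signal; 0% = forskolin plus galanin with DMSO and 100% = forskolin alone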
An asterisk follows results filed as active; nt = no result given.

SMILES	IDE cell inh	PHOSPHO1 block	p-CIP stab down	CRFBP-R2 agonist	CHRM4 PAM	CRFBP-R2 block	IDE act	MEKK3 PB1 HTS	GalR3 antag
O=C(COC(=O)C1CC(=O)N(c2ccccc2)C1)c1ccccc1 (stereo unspecified)	0.3	10.1	-10.8	-1.8	-4.9	1.7	1.8	95.0	-3.5
Cc1ccccc1-n1c(SCC(=O)NCc2cccs2)nc2ccccc2c1=O	6.5	-8.7	-18.9	-2.8	2.2	-10.8	1.3	106.0	-4.3
CCN(CC)CCCN(Cc1cc2cc3c(cc2[nH]c1=O)OCO3)C(=S)NCCCOC	5.1	45.3	4.6	0.0	-11.1	1.8	3.8	100.0	-8.3
Cc1ccc(NCN2C(=O)C3CC=CCC3C2=O)cc1 (stereo unspecified)	5.9	-16.5	-0.7	-0.1	12.7	12.7	-1.4	108.0	-6.0
Cc1cc(C)c(NC(=O)c2ccoc2C)c(C)c1	1.3	17.5	3.8	-1.2	-2.0	5.6	4.8	104.0	-2.0
CCOc1ccccc1NC(=O)NC1CCCc2ccccc21 (stereo unspecified)	-2.1	42.7	-2.0	-0.5	-1.9	13.4	1.4	100.0	1.3
O=C(NCc1ccco1)c1noc2c1CCCC2	0.9	2.3	-4.7	-3.2	5.2	-7.1	1.9	100.0	-7.0
O=Cc1ccc(OCc2nnc(-c3ccccc3Br)o2)cc1	2.2	40.5	-1.3	-3.2	0.4	7.2	3.7	108.0	-7.0
Cc1ccc(C2C=NN(c3ccccc3)C2=O)cc1 (stereo unspecified)	-1.4	36.8	-0.1	-1.3	6.5	0.1	7.4	101.0	-5.5
c1ccc(COC2CCCN(Cc3nc(-c4cccs4)no3)C2)nc1 (stereo unspecified)	-0.6	23.9	-1.7	-0.3	11.8	13.8	3.4	96.0	3.4
CCOC(=O)c1cccc(NC(=O)CSc2nnc(COc3ccccc3)n2CC)c1	1.8	4.6	2.1	0.2	18.2	-3.4	0.9	118.0	-4.8
COc1ccc(-c2cc3nc(C)c(CCC(=O)NCc4ccco4)c(C)n3n2)c(OC)c1	9.6	1.7	-0.5	0.4	16.3	20.5	6.2	105.0	-4.5
O=C(CN1CCN(c2ccc(O)cc2)CC1)Nc1ccc2c(c1)OCCCO2	6.6	nt	nt	0.3	2.7	6.6	-5.3	nt	-2.2
Cc1ccc(C2=[N+]([O-])C(C)(C)CC2)cc1	-0.2	3.9	-19.2	0.2	-2.2	-8.6	4.7	112.0	-2.9
O=C1N=C(N2CCOCC2)S/C1=C/c1cccs1	-2.4	22.9	-2.2	-4.9	-0.4	6.8	8.8	107.0	-2.6
CN(CC(=O)Nc1ccc(Cl)cc1)C(=O)CNC(=O)Cc1cccc2ccccc12	-2.3	nt	nt	0.1	8.2	7.6	4.4	nt	-6.5
CC(OC(=O)c1ccccc1NS(=O)(=O)c1cccc(N)c1)C(=O)N(C)Cc1ccccc1 (stereo unspecified)	1.8	-1.1	-10.4	-1.0	-16.2	5.1	-1.8	99.0	0.9
CCn1c(CN2CCN(c3cccc(C)c3C)CC2)n[nH]c1=S	2.9	28.1	-1.4	-1.1	8.5	-9.6	-5.8	92.0	-4.7
CC1CCCC(NC(=O)c2cccc(N3CCCC3=O)c2)C1C (stereo unspecified)	2.2	7.3	-3.8	-0.2	9.6	-4.2	3.6	119.0	1.6
Cc1cc(-n2c(C)c3c(C)nnc(C)c3c2C)ccc1N	6.0	25.4	-9.6	-0.4	nt	-1.9	nt	95.0	4.2

Compounds above that have two or more sulfur atoms:
SMILES	IDE cell inh	PHOSPHO1 block	p-CIP stab down	CRFBP-R2 agonist	CHRM4 PAM	CRFBP-R2 block	IDE act	MEKK3 PB1 HTS	GalR3 antag
Cc1ccccc1-n1c(SCC(=O)NCc2cccs2)nc2ccccc2c1=O	6.5	-8.7	-18.9	-2.8	2.2	-10.8	1.3	106.0	-4.3
O=C1N=C(N2CCOCC2)S/C1=C/c1cccs1	-2.4	22.9	-2.2	-4.9	-0.4	6.8	8.8	107.0	-2.6

Continued.
SMILES	IDE cell inh	PHOSPHO1 block	p-CIP stab down	CRFBP-R2 agonist	CHRM4 PAM	CRFBP-R2 block	IDE act	MEKK3 PB1 HTS	GalR3 antag
COc1cccc(-c2nc(CCl)cs2)c1	-2.9	4.5	-3.8	-0.7	12.5	-9.3	11.4	73.0	-3.3
CCc1cccc(C)c1NC(=O)CN(C)Cc1cccc(F)c1	1.0	16.7	8.0	2.0	2.0	1.7	-4.1	102.0	-8.5
O=C(O)c1ccccc1C(=O)NCc1ccc(F)cc1	2.3	7.8	-9.6	0.3	3.5	-10.4	1.9	105.0	-6.3
COc1ccc(NS(=O)(=O)c2cc(NC(=O)CCNC(C)=O)ccc2N2CCOCC2)cc1	7.2	nt	nt	1.5	3.3	2.4	-0.2	nt	-3.8
O=C1C2CC=CCC2C(=O)N1c1ccc(OCC(O)Cn2nnc3ccccc32)cc1 (stereo unspecified)	-2.8	-0.3	-7.9	0.3	-7.7	-5.7	-2.5	104.0	-4.1
CC(C)(C)c1ccc(C(=O)NCC(=O)OCC(=O)N2CCCC2)cc1	3.2	nt	nt	0.2	9.5	-1.3	1.5	nt	-4.0
c1ccc2c(CN3CCOCC3)c3ccccc3c(CN3CCOCC3)c2c1	3.2	46.1	-13.4	0.3	-1.2	-15.2	0.5	84.0	-3.1
[O-]/[N+](=C/c1ccc(F)cc1)c1ccc(Cl)cc1	3.9	-6.8	0.7	22.6	5.7	-9.1	-0.8	96.0	nt
CCOC(=O)N1CCN(CC(O)COc2ccc(C(C)C)c(C)c2)CC1 (stereo unspecified)	7.5	15.6	10.5	-0.8	0.2	4.9	2.0	99.0	-11.2
Cc1nn(C(=O)CCCn2cc([N+](=O)[O-])cn2)c(C)c1Cl	-0.1	-74.1	8.1	0.8	4.3	12.5	3.9	102.0	2.7
COc1nc(OC)nc(N2CCC(C(=O)NCc3ccco3)CC2)n1	-1.2	-3.3	-13.6	-2.3	12.3	16.2	3.1	98.0	-1.9
CCCOC(=O)Cn1cnc2scc(-c3ccc(OC)cc3)c2c1=O	3.0	-2.7	-11.6	-4.2	-5.3	-0.1	0.7	113.0	-7.0
O=C(Nc1ccncc1)C1CC1c1ccccc1 (stereo unspecified)	4.0	10.1	-0.8	-3.9	-5.0	40.2	0.7	102.0	-2.5
O=C(CCN1CCN(C(c2ccccc2)c2ccccc2)CC1)N/N=C/c1ccc(O)cc1O	-2.7	-16.2	-3.5	-0.7	-33.4	-9.3	7.4	96.0	-4.2
COCCn1c(SCC(=O)Nc2cccc(S(N)(=O)=O)c2)nc2cc(Cl)ccc2c1=O	5.4	1.4	2.7	-2.7	-10.3	-8.6	1.7	97.0	-10.1
O=C(c1ccc2c(=O)n3c(nc2c1)CCC3)N1CCCSC1=Nc1ccccc1	3.1	nt	nt	-0.5	-4.9	-8.2	1.8	nt	-4.0
Cc1nn(-c2ccccc2)c(C)c1C(=O)NNC(=O)C(F)(F)F	2.4	12.2	-9.9	-1.3	0.0	4.9	3.6	88.0	-1.9
Cc1ccc(NC(=O)CC(C)S(=O)(=O)c2ccc3c(c2)NC(=O)CO3)c(Cl)c1 (stereo unspecified)	1.1	52.9	-3.6	0.6	-9.4	-6.0	6.7	100.0	0.1
CSCCC(NS(=O)(=O)c1ccc(C)cc1)C(=O)NCC(C)(C)N1CCOCC1 (stereo unspecified)	0.7	nt	nt	0.6	4.5	-0.3	2.3	nt	-3.4
Cc1cccc(OC2(c3ccccc3)OC(=O)c3ccccc32)c1C (stereo unspecified)	-1.1	17.6	4.0	0.7	-14.8	25.0	0.6	101.0	-7.7
CC1Cc2cc(/C(O)=C3/C(=O)C(=O)N(CCN4CCOCC4)C3c3ccc(N(C)C)cc3)ccc2O1 (stereo unspecified)	9.1	-4.1	-14.8	0.2	-1.8	-3.7	-2.5	106.0	-1.6
Cc1cccc(OCC(=O)N(Cc2ccc(N(C)C)cc2)C2CCS(=O)(=O)C2)c1 (stereo unspecified)	-3.9	24.6	1.1	-2.9	13.5	4.0	6.8	101.0	-4.8
Cc1cc(C)c(NC(=O)COC(=O)Cc2ccsc2)c(C)c1	1.0	32.5	6.3	0.0	2.9	5.4	-6.1	113.0	-5.2
O=S(=O)(/N=C(/Nc1ccccn1)c1ccccc1)c1ccc(F)cc1	6.0	-14.5	1.6	0.6	1.6	7.4	3.4	100.0	-9.2
COc1ccc(CNC(=O)CCCn2nc(C)n3c(cc4sccc43)c2=O)cc1	-7.7	32.9	-2.8	-1.2	5.1	6.2	3.3	102.0	3.0
O=c1cnnc(N/N=C/c2c[nH]c3ccccc23)[nH]1	1.7	-5.3	1.3	-3.5	3.8	-17.2	-5.0	101.0	-0.8
O=S(=O)(NCC(c1ccco1)N1CCCCC1)c1ccccc1C(F)(F)F (stereo unspecified)	0.3	nt	nt	-0.2	0.1	3.9	1.9	nt	-7.6
CC(C)Sc1nnc(-c2ccc(S(=O)(=O)N3CCOCC3)cc2)n1C	-0.4	15.0	-8.3	1.2	-1.0	-0.8	1.0	97.0	7.8
Cc1ncc(CO)c(/C=N/NC(=O)c2cc(Br)ccc2O)c1O	-2.9	8.6	8.2	1.8	-2.1	2.5	-1.9	77.0	-9.6
CC(C)c1ccc(CNCCCSc2ncccn2)cc1	-0.8	44.1	4.9	-0.7	-8.0	8.2	0.3	94.0	-9.8
CC1(C2CC2)NC(=O)NC1=O (stereo unspecified)	0.8	-3.2	-0.2	-2.1	5.1	-17.9	1.4	101.0	0.3
CN(CCOc1ccccc1)CC(=O)Nc1ccc(Cl)c(S(=O)(=O)N(C)C)c1	-0.1	36.0	-5.0	-3.5	-2.5	-1.0	7.2	103.0	1.5
CC(Nc1nc(-c2ccc(F)cc2)cs1)c1nc2cc(Cl)c(Cl)cc2n1CCOCCO (stereo unspecified)	-2.0	nt	nt	-0.6	8.5	0.0	-0.1	102.0	-1.9
Cc1c(CCOC(=O)c2cc([N+](=O)[O-])cc([N+](=O)[O-])c2)sc[n+]1CC(=O)c1ccc(Br)cc1	1.2	8.2	-3.5	-2.0	-17.2	-12.8	1.2	105.0	-1.7
CCc1ccc(Nc2n[n+](-c3ccccc3)c(-c3ccc(C(=O)O)cc3)s2)cc1	-0.5	9.6	-12.4	-3.1	5.6	0.8	3.6	100.0	-6.0
O=C(CCCl)Nc1cc(SCCO)cc([N+](=O)[O-])c1	-0.5	-1.1	-3.5	0.6	-3.0	-3.7	-4.9	99.0	2.2
O=C(c1nc2ccc(Cl)cn2c1CN1CCCC1)N1CCc2ccccc2C1	0.3	15.9	5.3	7.8	-5.0	-1.0	0.8	101.0	3.8
O=C(CCCN1C(=O)[C@H]2CC=CC[C@H]2C1=O)NCc1nc(-c2ccccc2)no1	6.5	50.3	-12.2	0.8	4.1	-2.4	-8.2	99.0	-0.5
CC(=O)c1csc(COc2cc(Cl)cc(Cl)c2)n1	-2.0	21.9	-14.0	-3.3	-19.7	0.1	5.2	98.0	0.6

Taken from above.
IDE act, O=S(=O)(NCC(c1ccco1)N1CCCCC1)c1ccccc1C(F)(F)F (stereo unspecified) stands at 1.9
MEKK3 PB1 HTS, O=C(CCCl)Nc1cc(SCCO)cc([N+](=O)[O-])c1 stands at 99.0
